RXFP1 antagonist – qHTS Assay for Antagonists of the Relaxin Receptor RXFP1. AID 1259400, 2018. HEK293-RXFP1, relaxin-stimulated cAMP HTRF, 30 min; hits give low values. Relaxin receptor 1 (Homo sapiens), Q9HBX9. activity change, negative = inhibition, % at 57.5 µM. 350,000 compounds, 0.59% hits;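 active = activity change of -60% or lower, but not beyond a set lower limit; inconclusive = change between -60% and -40%, or beyond the set limit; inactive = change above -40%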; note: % is set by controls: 0 for no effect and ±100 for the full control effect
D1 ag – Allosteric Agonists of the Human D1 Dopamine Receptor: qHTS | D(1A) dopamine receptor (Homo sapiens), P21728 | AID 504660, 2011 | 360,000 compounds, 1% hits | HEK293 T-REx D1 cells, calcium flux, agonist mode | activation, % at 2 µM; in the data active = activation above about 30%; note: 0% is about no effect
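Agonism was scored from calcium flux recorded over 180 s (1 read/s) after pintool compound addition, following a 10-cycle baseline. Cells were inducible force-coupled HEK293 TREx D1, plated overnight at 30 C and loaded with no-wash calcium dye.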
RXFP1 agonist – qHTS Assay for Agonists of the Relaxin Receptor RXFP1 | Relaxin receptor 1 (Homo sapiens), Q9HBX9 | 370,000 compounds, 0.3% hits | HEK293T-RXFP1 cAMP TR-FRET, 30 min; response scale: percent of porcine relaxin response, buffer zero | AID 2676, 2010 | Potency, µM (doses to about 57.5 µM), for inactives: at the top dose activation, actives largely listed as activators; note: potency is the fitted concentration of half-maximal effect; % is set by controls: 0 for no effect and ±100 for the full control effect; nearly all actives have a fitted effect of over 60% in size; many of its hits are not listed in these tables
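HEK293T cells stably expressing RXFP1 were pretreated with the PDE4 inhibitor Ro 20174, exposed to compounds for 30 min at 37C, lysed, and cAMP was read by TR-FRET. Data normalized to buffer (basal) and 29 nM porcine relaxin (100%).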
TRHR ag – qHTS for Small Molecule Agonists and Allosteric Enhancers of Human TRH Receptor: Primary Screen for Agonists; TRHR cells, calcium flux fluo-8, FDSS agonist mode; AID 493084, 2011; activation, % at 2 µM; 360,000 compounds, 0.18% hits; in the data active = activation above about 30%; note: 0% is about no effect
Target sequence (P34981 whole entry, looked up): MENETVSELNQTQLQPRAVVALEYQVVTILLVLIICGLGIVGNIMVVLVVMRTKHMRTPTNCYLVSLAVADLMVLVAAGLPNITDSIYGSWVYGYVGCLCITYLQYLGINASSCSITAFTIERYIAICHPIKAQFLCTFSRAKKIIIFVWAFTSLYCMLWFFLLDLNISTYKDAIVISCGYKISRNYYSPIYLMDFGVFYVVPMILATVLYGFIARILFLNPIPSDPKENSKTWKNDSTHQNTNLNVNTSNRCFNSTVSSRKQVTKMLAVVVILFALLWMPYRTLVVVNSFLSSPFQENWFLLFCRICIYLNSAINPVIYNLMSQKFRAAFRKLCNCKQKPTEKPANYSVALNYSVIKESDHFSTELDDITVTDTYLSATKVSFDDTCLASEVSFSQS
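Agonist-mode FDSS calcium read (Ex 480/Em 530, 1 s cycles) in 1536-well TRHR cells with fluo-8 dye, after 10-cycle baseline and 23 nL compound addition; TRH at EC20 (10 nM final) added afterwards for the enhancer phase.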
Apoferritin bind – qHTS Assay for Identification of Novel General Anesthetics. Ferritin light chain (Equus caballus), P02791. apoferritin/1-aminoanthracene competitive binding, fluorescence. AID 485281, 2010. Potency, µM (series often up to 77.5 µM), without a hit: at the highest dose activity change, negative = displacement, actives largely listed as inhibitors. 350,000 compounds, 0.074% hits; note: potency is the fitted concentration of half-maximal effect; % is set by controls: 0 for no effect and ±100 for the full control effect; nearly all actives have a fitted effect of over 20% in size
Target sequence (P02791 2-175 limits assumed): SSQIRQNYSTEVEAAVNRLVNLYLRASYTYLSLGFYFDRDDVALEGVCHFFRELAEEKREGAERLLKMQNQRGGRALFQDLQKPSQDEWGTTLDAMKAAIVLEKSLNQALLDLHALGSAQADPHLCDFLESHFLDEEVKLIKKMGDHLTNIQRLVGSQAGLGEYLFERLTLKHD
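Apoferritin-based anesthetic binding model; compound displacement of fluorescent 1-AMA measured as endpoint fluorescence after 10 minutes at room temperature, scaled to free-ligand and complex controls.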
D2 PAM – HTS Assay for Positive Allosteric Modulators of the Human D2 Dopamine Receptor: Primary Screen for Potentiators; 340,000 compounds, 0.34% hits; HEK293 T-REx D2, calcium flux, EC20 dopamine potentiation; potentiation, % at 10 µM; D(2) dopamine receptor (Homo sapiens), P14416;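 active = potentiation over 3 SD above the plate norm, cut at about 30% in these data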; note: 0% is about no effect
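Using a no-wash calcium dye in inducible, force-coupled HEK293 Trex cells expressing D2, we tracked fluorescence each second for 180 s after compound, then for 180 s after EC20 dopamine to detect augmented signalling.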
TRHR PAM – qHTS for Small Molecule Agonists and Allosteric Enhancers of Human TRH Receptor: Primary Screen for Enhancers | 360,000 compounds, 0.66% hits | Thyrotropin-releasing hormone receptor (Homo sapiens), P34981 | AID 493056, 2011 | TRHR cells, fluo-8 calcium fluorescence, EC20 TRH enhancement | enhancement, % at 2 µM; in the data active = enhancement above about 30%; note: 0% is about no effect
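Enhancer read-out: after compound pinning and an initial kinetic agonist-mode read, an EC20 of TRH (10 nM final) was injected and fluo-8 calcium signal (Ex 480/Em 530) followed at 1 s/cycle for 100 cycles in TRHR-expressing cells.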
D1 PAM – Potentiators of Human D1 Dopamine Receptor: qHTS; D(1A) dopamine receptor (Homo sapiens), P21728; HEK293 TREx D1 cells, calcium flux, dopamine EC20 potentiation; potentiation, % at 10 µM; 360,000 compounds, 0.036% hits; AID 504651, 2011; in the data active = potentiation above about 30%; note: 0% is about no effect
D1 antagonist – Antagonist of Human D 1 Dopamine Receptor: qHTS; D(1A) dopamine receptor (Homo sapiens), P21728; HEK293 TREx D1 cells, calcium flux, dopamine EC80; hits give low values; 360,000 compounds, 3.2% hits; AID 504652, 2011; activity change, negative = inhibition, % at 10 µM; in the data active = activity change below about -30%; note: % is set by controls: 0 for no effect and ±100 for the full control effect
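Cells carrying a force-coupled, tetracycline-inducible human D1 receptor report calcium flux. Each well gets a 10 s baseline, compound with 180 s monitoring, then an EC80 dopamine stimulus with a second 180 s kinetic read.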
Active calls of the source: *; ? = inconclusive; / = not tested or not shown; [ ] = dose if it differs, or a comment. Unless noted, calls come from the whole dose curve; as a rule, active = well fitted curve in the direction sought with a large enough effect; inconclusive = small, poorly fitted or top-dose-only effect, or another doubt; inactive = no such curve, though single readings can be large; an effect the other way counts as inactive or inconclusive.

compound	RXFP1 antagonist	D1 ag	RXFP1 agonist	TRHR ag	Apoferritin bind	D2 PAM	TRHR PAM	D1 PAM	D1 antagonist
Cc1cc(O)c(C(=O)Cc2csc(C)n2)c(O)c1	-3	1	0.8%	-0.4	?	-3	2	6	-8
CCOc1cc(/C=C2\SC(=S)N(Nc3ccccc3)C2=O)ccc1O	-29	40*	3.0%	35*	?	9	-2	-6	-47*
CCNC(=O)CN(CCc1ccccc1)S(=O)(=O)c1ccc(OC)cc1	-5	2	1.0%	-0.9	-17%	1	-4	-1	4
CN1CCN(C(CNC(=O)C(=O)NC2CCCCC2)c2ccc(F)cc2)CC1 (centres undefined)	1	5	-0.2%	0.5	/	8	2	0	11
COc1ccc(S(=O)(=O)N2CCOCC2)cc1OC	-1	0	0.8%	0.4	-9%	6	-4	-2	-3
Cc1ccccc1NC(=O)COC(=O)CCSc1ccccc1	-16	4	0.6%	-7.3	-22%	-5	-2	0	-11
Cn1nc(C(F)(F)F)c(-c2ccccc2)c1NC(=O)c1cccnc1	3	4	1.3%	0.1	-3%	-7	1	0	-8
CCNC(=O)CSc1nnc(-c2cccs2)o1	1	3	2.7%	1.5	-5%	4	5	-3	4
Cc1ccc(C)c(N2CCN(c3nnnn3-c3ccccc3)CC2)c1	-7	0	0.0%	-1.2	45%[activator]	-6	-4	4	9
CC(C)C(=O)Nc1ccc(C(=O)NNC(=O)CCCOc2ccc(Cl)cc2Cl)cc1	1	0	-4.9%	-0.3	3%	3	1	1	1
Cc1cccc(C)c1OCc1cc(C(=O)N(Cc2nccn2C)C(C)C)no1	5	11	-1.4%	0.1	-16%	-5	0	-1	-25
Cc1ccc(C(NC(=O)N2CCCC2)C(Cl)(Cl)Cl)cc1F (centres undefined)	?	0	-0.7%	-0.9	-9%	-1	12	-8	-12
COc1ccc(-n2cc(CNCc3cccnc3)c(-c3cccc(F)c3)n2)cc1	-9	4	0.8%	0.3	-11%	/	1	-2	-11
CCCCP(=O)(CCCC)c1ccccc1C(=O)O	-6	3	-0.7%	-0.7	-6%	12	6	4	-4
O=[N+]([O-])c1ccc(N2CCN(Cc3ccccc3)CC2)c(S(=O)(=O)N2CCOCC2)c1	-6	-1	0.0%	-0.6	?	-8	2	-2	24
O=[N+]([O-])c1ccc2nc(Cl)nc(-c3ccccc3)c2c1	1	1	2.4%	-0.5	-4%	11	-2	-1	-34*
CCOc1ccc(CCNC(=O)C2Cc3ccccc3N2C(=O)CC)cc1 (centres undefined)	-8	1	1.3%	-0.7	3%	5	1	1	-5
CC1CCCN(CCOc2ccc(Br)cc2)C1 (centres undefined)	0	6	0.0%	0.5	8%	-29	0	-5	-14
CC(C)(C)NC(=O)CSc1nnc(-c2c[nH]c3ccccc23)o1	-5	5	-1.4%	-1.3	-23%	10	-14	3	-17
O=C(COC(=O)CC(NC(=O)c1ccccc1Cl)c1ccccc1)Nc1cccc(F)c1 (centres undefined)	-9	0	-0.1%	0.6	-10%	-16	-8	-8	-16
Cc1ccc(S(=O)(=O)NCC2CCC(C(=O)N3CCN(C)CC3)CC2)cc1 (centres undefined)	-14	3	1.8%	0.1	-5%	7	11	4	-9
Cc1ccc(C(=O)NCc2ccncc2)cc1S(=O)(=O)N1CCCCC1	3	6	0.7%	0.1	-1%	-3	27	0	-25
CSc1ccc(/C=C(/NC(=O)c2ccccc2)C(=O)NCCN2CCOCC2)cc1	-2	4	3.8%	0.1	-5%	-10	-2	-8	-5
N#CCCN(C(=O)COC(=O)c1ccc2c(=O)n3c(nc2c1)CCC3)c1ccccc1	-9	2	-5.4%	0.4	-2%	-3	3	11	-12
Cc1cc(C(=O)COC(=O)c2nccnc2N)c(C)n1C	6	11	4.0%	0.8	-4%	-5	-3	-3	-13
O=C(CS(=O)(=O)c1ccccc1)Nc1ncc([N+](=O)[O-])s1	-7	2	2.6%	0.1	-7%	13	6	-2	-10
S=C(NCCCN1CCOCC1)Nc1cccc(-c2nnc3n2CCCCC3)c1	-2	2	0.6%	0.5	2%	/	4	0	-10
COc1cc2[nH]c(=O)n(CCCCCC(=O)NCCCN3CCOCC3)c(=O)c2cc1OC	6	2	0.8%	1.4	-9%	14	11	-12	-5
CC1CC2(CCCCC2)Nc2c1ccc1ccccc21 (centres undefined)	-8	-2	1.8%	-0.3	4%	1	4	1	33
CCCCn1c(=O)c2c(O)cc(=O)oc2c2ccccc21	13	3	2.1%	-0.4	-10%	-5	7	-6	3
Cc1ccc(N2CCN(S(=O)(=O)c3cc(Br)cc4c3N(C(=O)C3CC3)CC4)CC2C)cc1 (centres undefined)	/	3	0.8%	0.1	-1%	1	3	1	-12
Cc1ccc2nc(NC(=O)CSCC(=O)OCC(=O)c3ccccc3)sc2c1	-6	1	0.0%	-0.3	-21%	2	5	-6	-4
CC1=C[C@H](C)[C@H](c2c(F)cccc2Cl)CC1=O	/	0	1.4%	-0.2	?	-4	2	2	4
CCN(CC)C(=O)CN(C#N)c1nc(OC)nc(N(C)C)n1	-9	-1	0.8%	-0.3	-7%	0	4	-11	15
COC(=O)c1ccc2ccn(CC(=O)NC3CCCCC3)c2c1	-9	1	?	5.5	0%	-18	-5	7	14
O=S(=O)(CCN1C=CC(C(F)(F)F)=NCC1)c1ccc(F)cc1	-10	2	0.0%	-0.7	-8%	/	0	1	8
Cc1cccc(C)c1NC(=O)CSCCO	23	1	0.2%	0.2	-12%	-5	7	-10	5
COc1cccc(CNC(=O)c2cc(=O)[nH]c3ccc(S(=O)(=O)N4CCCCC4)cc23)c1	/	3	15%	1.8	-8%	10	9	0	-18
COc1ccc(C2Nc3ccccc3C(=O)N2Cc2ccco2)cc1COc1ccc(F)cc1 (centres undefined)	-15	0	1.0%	-1.3	-21%	1	-3	-3	-5
Cn1c(CN2CCOCC2)nc2cc(NC(=O)c3ccc(F)cc3)ccc21	-7	0	-0.1%	-0.1	-7%	6	0	1	3
CC(C)c1ccc(N(CC(=O)NC2CCCCC2)C(=O)CNC(=O)c2ccco2)cc1	-2	5	3.0%	0.9	1%	/	2	-1	-2
Cc1cnc(C)c(N2CCN(Cc3cn(C)nc3-c3cccc(Cl)c3)CC2)n1	-5	3	2.2%	-0.8	-11%	-11	-1	1	11
Cc1cccc(-n2ncc3c(Nc4ccc(C)c(Cl)c4)ncnc32)c1	-6	2	5.4%	0.6	-12%	7	5	-5	-13
COc1cc(C(O)c2nc3ccccc3s2)cc(OC)c1OC (centres undefined)	3	6	9.0%	-1.5	0%	9	5	-1	-8
CCOc1ccccc1N(CC)C(=O)Cn1ncc2c1-c1ccccc1OC2	/	0	0.0%	0.2	-19%	-10	-4	0	12
CCOC(=O)CCc1c(C)c2ccc(OC3CCCCC3=O)cc2oc1=O (centres undefined)	-4	4	8.7%	0.3	-1%	15	-9	-6	-11
O=C(c1cccc(Cl)c1)N1CCN(C(=O)c2ccccc2F)CC1	-9	5	0.5%	-0.1	5%	-2	-2	0	3
O=C(/C=C/c1cccc(Br)c1)OCC(=O)N1CCN(c2ccccc2)CC1	7	1	1.9%	-0.3	/	-5	2	0	1
COCCN1Cc2cccc(C(=O)Nc3ccc(S(=O)(=O)N4CCCCCC4)cc3)c2C1=O	-8	1	-0.6%	0.1	2%	-12	-1	-7	8
CCC(C)c1ccccc1N1CC(C(=O)N2CCN(S(=O)(=O)c3ccc(F)cc3)CC2)CC1=O (centres undefined)	-12	2	-0.4%	0.1	/	5	0	-6	-7
CCOC(=O)C1CCN(C(=O)c2ccc3c(c2)NC(=O)/C(=C\c2cccc(C)c2)S3)CC1	11	-1	-0.9%	0.3	3%	13	11	-2	-15
Cc1nc(N)c(Br)c(C)c1Br	0	2	-1.3%	-0.3	-16%	10	4	-1	4

By substructure: the compounds so far with a cyano group
compound	RXFP1 antagonist	D1 ag	RXFP1 agonist	TRHR ag	Apoferritin bind	D2 PAM	TRHR PAM	D1 PAM	D1 antagonist
N#CCCN(C(=O)COC(=O)c1ccc2c(=O)n3c(nc2c1)CCC3)c1ccccc1	-9	2	-5.4%	0.4	-2%	-3	3	11	-12
CCN(CC)C(=O)CN(C#N)c1nc(OC)nc(N(C)C)n1	-9	-1	0.8%	-0.3	-7%	0	4	-11	15

Bioassay records: PubChem, National Center for Advancing Translational Sciences (NCATS)

A portion of the library; rates above refer to the full screens.
